Compound activity as filed in PubChem.
EPAC2 antag – antagonists of human EPAC2. Q8WZA2. EPAC2 GEF exchange of Rap1B-BODIPY-GDP, fluorescence. Potency, µM (top dose mostly 114 µM), for the others: at the highest dose activity, negative = inhibition, hits mostly inhibitors. hit rate 0.18% among 360,000. AID 720708; also: potency is read from the fitted curve at half-maximal effect; % is scaled to controls: 0 for no effect and ±100 for the full control effect; nearly all actives have a fitted effect of over 45% in size; many of its hits are not listed in these tables
Target sequence (Q8WZA2 whole entry, looked up): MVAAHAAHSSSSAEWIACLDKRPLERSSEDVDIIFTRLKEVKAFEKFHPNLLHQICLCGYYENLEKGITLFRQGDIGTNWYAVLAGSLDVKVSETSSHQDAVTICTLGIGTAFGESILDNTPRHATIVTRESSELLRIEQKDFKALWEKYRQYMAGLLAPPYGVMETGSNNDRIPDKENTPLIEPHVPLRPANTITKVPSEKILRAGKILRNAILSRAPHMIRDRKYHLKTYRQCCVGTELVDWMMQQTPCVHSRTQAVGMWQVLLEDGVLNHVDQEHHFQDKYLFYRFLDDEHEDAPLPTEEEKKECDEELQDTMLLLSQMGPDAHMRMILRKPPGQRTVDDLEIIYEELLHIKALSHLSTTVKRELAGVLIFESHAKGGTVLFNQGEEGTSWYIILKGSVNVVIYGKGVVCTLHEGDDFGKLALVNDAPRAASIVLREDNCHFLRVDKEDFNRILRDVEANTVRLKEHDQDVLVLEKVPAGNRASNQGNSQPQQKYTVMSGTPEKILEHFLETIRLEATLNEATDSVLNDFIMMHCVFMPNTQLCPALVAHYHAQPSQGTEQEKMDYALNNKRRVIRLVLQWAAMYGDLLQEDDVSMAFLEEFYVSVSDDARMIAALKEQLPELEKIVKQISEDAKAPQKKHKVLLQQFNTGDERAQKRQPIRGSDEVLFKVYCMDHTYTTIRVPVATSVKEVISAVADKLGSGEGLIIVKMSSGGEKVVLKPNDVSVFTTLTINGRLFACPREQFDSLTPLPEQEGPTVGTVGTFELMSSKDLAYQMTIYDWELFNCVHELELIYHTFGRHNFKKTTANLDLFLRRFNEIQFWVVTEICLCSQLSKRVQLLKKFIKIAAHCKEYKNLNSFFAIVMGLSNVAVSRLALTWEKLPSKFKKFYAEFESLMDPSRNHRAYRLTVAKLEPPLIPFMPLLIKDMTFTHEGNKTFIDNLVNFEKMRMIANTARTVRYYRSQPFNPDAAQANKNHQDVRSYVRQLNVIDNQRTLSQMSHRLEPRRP
EPAC2 agonist – EPAC2 (human) agonism. AID 720711. EPAC2 activation, biochemical qHTS; response scale: 100% = 6.5 mM cAMP response. Q8WZA2. Potency, µM (titrated, usually from 154 µM), inactives show at the top dose activation, most hits filed as activators. hit rate 0.079% among 360,000; also: potency is read from the fitted curve at half-maximal effect; nearly all actives have a fitted effect of over 50% in size
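Guanine nucleotide exchange by EPAC2 is measured as reduced fluorescence of BODIPY-GDP once it is released from 250 nM Rap1B. Plates are read kinetically for 30 min at room temperature; results are scaled to 6.5 mM cAMP.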
TDP-43 yeast inh – rescues yeast growth from TDP-43 toxicity; TDP-43 expressing yeast growth rescue, BacTiter-Glo, 24 h; hit rate 1.8% among 410,000; Potency, µM (highest dose often 46.1 µM), without a hit: top-dose growth rescue (activation), hits mostly activators; AID 652104; also: potency is read from the fitted curve at half-maximal effect; % of control where 0% means no effect; nearly all actives have a fitted effect of over 50% in size
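Growth rescue of TDP-43-toxic yeast measured as ATP luminescence (BacTiter-Glo). Cells grown to mid-log in raffinose, induced in galactose at OD600=0.02, exposed to compound 24 hr at 30 deg C.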
aSyn rescue – alpha-synuclein toxicity inhibition in yeast; Yeast expressing alpha-synuclein, growth rescue, BacTiter-Glo, 24 h; Potency, µM (series often up to 46.1 µM), for the others: top-dose growth rescue (activation), actives largely listed as activators; hit rate 0.14% among 370,000; also: potency is read from the fitted curve at half-maximal effect; % of control where 0% means no effect; nearly all actives have a fitted effect of over 65% in size
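Rescue of yeast growth: cells expressing toxic alpha-synuclein, induced in galactose at OD600 0.02, incubated with compound 24 h at 30 C. ATP luminescence quantified growth; inhibitors of toxicity appear as activators.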
Abeta rescue – compounds reversing amyloid beta toxicity in yeast; yeast expressing A-beta42, growth rescue, OD600, 48 h; response scale: 0% DMSO, 100% iron-clioquinol control; hit rate 0.063% among 410,000; Potency, µM (doses to about 46.1 µM), inactives show at the top dose growth rescue, usual class: activators; also: potency is read from the fitted curve at half-maximal effect; nearly all actives have a fitted effect of over 55% in size
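Growth rescue measured by 600 nm absorbance after 48 h yeast culture at 30 C with compound. Values normalized between DMSO and an equimolar ferric chloride plus clioquinol control.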
DRD3 agonist – activates the human D3 dopamine receptor; P35462; D3R DiscoveRx beta-arrestin cells, luminescence, 90 min; max activation, %; hit rate 0.58% among 410,000; in the data active = max activation above about 30%; also: 0% is about no effect; mostly tested at two doses, the higher about 12 µM
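Cells at 1500/well, incubated overnight, then treated with pinned compounds (dopamine as control) for 90 min at 37 degrees C. DiscoveRx reagent added for 30 - 60 minutes at room temperature; luminescence read.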
FUS yeast rescue – FUS proteinopathy suppression in yeast; Potency, µM (top dose mostly 76.6 µM), inactives show at the highest dose growth rescue (activation), most hits filed as activators; hit rate 0.24% among 390,000; S. cerevisiae FUS-expressing, growth rescue, OD600, 24 h;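 also: potency is read from the fitted curve at half-maximal effect; plate controls were DMSO vehicle for no effect and reference control for full effect; nearly all actives have a fitted effect of over 55% in size; some results filed as inactive show a strong effect at the top dose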
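Steps: raffinose overnight preculture; dilution to OD 0.005 in 2% galactose minimal medium; compound addition (concentration series); 24hr at 30C, 99% humidity; absorbance read at 600 nm.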
D3 antag – antagonists of human D3 dopamine receptor | P35462 | D3R cells, DiscoveRx beta-arrestin luminescence, antagonist mode; active compounds read low | max response, negative = inhibition, % | hit rate 2.5% among 360,000 | AID 652054; in the data active = max response below about -50%; inconclusive = no clear call, values can overlap the other calls; also: % is scaled to controls: 0 for no effect and ±100 for the full control effect; mostly tested at two doses, the higher about 12 µM
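Cells plated overnight at 1500 cells/well, then exposed to library compounds with dopamine controls for 90 minutes at 37 degrees C. DiscoveRx reagent added for 30–60 minutes at room temperature; luminescence read, quantitative HTS format.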
The depositor's hits bear a star; ? = inconclusive; . = not tested or not shown; [ ] = remark or other dose. Unless noted, calls follow the shape of the dose curve; as a rule, active = well fitted curve in the direction sought with a large enough effect; inconclusive = small, poorly fitted or top-dose-only effect, or another doubt; inactive = no such curve, though single readings can be large; an effect the other way counts as inactive or inconclusive. The list is partial, so the mix of outcomes need not match the whole.

No.	smiles	D3 antag	EPAC2 antag	EPAC2 agonist	Abeta rescue	FUS yeast rescue	aSyn rescue	DRD3 agonist	TDP-43 yeast inh
1	Cc1cc(C)c2[nH]c(=O)c(CN(Cc3ccco3)C(=O)C3CCCO3)cc2c1 (stereo not given)	-12	0%[57.1 µM]	-6%	0%	7%	-2%	0	-9%
2	COCCN1C(=O)COc2ccccc2C1C(=O)Nc1ccc2c(c1)OCCO2 (stereo not given)	17	0%	2%	2%	2%	-10%	2	16%
3	Cc1ccc(S(=O)(=O)Nc2ccc(Cl)cc2)cc1NC(=O)c1cc2c(s1)CCCC2	1	-1%	-1%	14%	26%	6%	8	15%
4	Cn1c2ccccc2c2cnn(CC(=O)O)c(=O)c21	13	-2%	1%	-1%	-1%	-4%	1	3%
5	CC(=O)c1ccc(OCCOc2ccc(C#N)cc2)cc1	-6	-19%	0%	-4%	0%	-1%	10	?
6	O=C(NCc1ccccc1)c1csc2c1CCCCC2	0	-3%	6%	10%	-10%	0%	-2	27%
7	CC(=O)C[C@H]1c2ccccc2S(=O)(=O)N1c1ccccc1	20	-1%	8%	2%	-24%	2%	9	9%
8	CCCn1c(NC(=O)CN2C(=O)NC3(CCCCC3)C2=O)nc2ccccc21	6	2%	4%	-3%	21%	0%	0	-12%
9	CCOc1ccccc1NC(=O)COn1nnc2ccccc21	0	-4%	-12%	6%	-24%	2%	6	?
10	Cc1ccccc1OCC(=O)NNC(=O)c1cc(S(=O)(=O)N(C)C)ccc1N1CCCC1	-21	-10%	-4%	-12%	.	-5%	-14	-10%
11	Cc1cccc(C)c1NC(=O)C(c1ccccc1)n1c(-c2ccccc2)nc2ccccc21 (stereo not given)	?	-20%	8%	-1%	?	1%	-10	?
12	CCOC(=O)c1cccc(NC(=O)CCc2c(C)nn(-c3ccc(N4CCCC4)nn3)c2C)c1	.	.	.	24%	21%	.	2	22%

One compound at a time, from the list above.
CCCn1c(NC(=O)CN2C(=O)NC3(CCCCC3)C2=O)nc2ccccc21 as listed: D3 antag: 6; EPAC2 antag: 2%; EPAC2 agonist: 4%; Abeta rescue: -3%; FUS yeast rescue: 21%; aSyn rescue: 0%; DRD3 agonist: 0; TDP-43 yeast inh: -12%
CCOC(=O)c1cccc(NC(=O)CCc2c(C)nn(-c3ccc(N4CCCC4)nn3)c2C)c1 as listed: D3 antag: .; EPAC2 antag: .; EPAC2 agonist: .; Abeta rescue: 24%; FUS yeast rescue: 21%; aSyn rescue: .; DRD3 agonist: 2; TDP-43 yeast inh: 22%

Additional structures.
No.	smiles	D3 antag	EPAC2 antag	EPAC2 agonist	Abeta rescue	FUS yeast rescue	aSyn rescue	DRD3 agonist	TDP-43 yeast inh
13	CN(C)S(=O)(=O)c1ccc(NC(=O)COC(=O)c2n[nH]c3ccccc23)cc1	30	-24%	0%[15.6 µM]	10%	6%	-13%	2	8%
14	COc1cc(C#N)ccc1OCC(=O)NCc1cccs1	-1	-4%	-3%	13%	8%	-5%	5	-5%
15	CS(=O)(=O)c1ccc(Cl)c(NC(=O)COC(=O)c2ncc(Cl)c(Cl)c2Cl)c1	?	-2%	4%	8%	2%	20%	-7	9%
16	O=C(c1ccco1)N1CCN(C(=S)Nc2cccc([N+](=O)[O-])c2)CC1	0	-1%	-10%	-15%	11%	1%	-12	-21%
17	O=C(NCCc1nnc2ccc(NCCCN3CCOCC3)nn12)c1ccccc1	?	7%	9%	10%	0%	-7%	-12	7%
18	COc1ccc(-c2cc(C(=O)O)[nH]n2)cc1OC	-21	7%	11%	-4%	27%	0%	1	-21%
19	Cc1cc(NC(=O)COC(=O)C2CSC3(C)CCC(=O)N23)ccc1Br (stereo not given)	4	-3%	1%	3%	.	7%	0	1%
20	COc1ccccc1N1CCN(S(=O)(=O)c2cc(C(F)(F)F)cc(C(F)(F)F)c2)CC1	-29	0%	-1%	2%	-22%	-4%	-8	-11%
21	O=C(Nc1nc(=O)c2ccccc2s1)c1ccccc1	0	-7%	14%	-3%	16%	2%	-5	0%
22	CCN(CC)N=Nc1ccc(S(N)(=O)=O)cc1	9	5%	-3%	-24%	-27%	4%	-2	-3%
23	Cc1cccc(N=Cc2cc(Br)cc(Cl)c2O)c1	?	-17%	2%	-18%	4%	0%	-4	-17%[9.22 µM]
24	CC(OC(=O)c1ccc(Cl)nc1)C(=O)Nc1ccc(S(=O)(=O)N2CCCC2)cc1 (stereo not given)	42	-7%	14%	1%	.	2%	-5	0%
25	C(=C\c1ccccc1)/CSc1nnc(-c2ccncc2)n1Cc1ccco1	-1	-2%	5%	-7%	36%	18%	-6	13%
26	CSc1nc2nccc(/C=C\c3ccccc3)n2n1	-16	11%	-12%	-24%	19%	-7%	-12	?
27	CCOCCc1nnc(NC(=O)c2ccc(OC)c(OC)c2)s1	21	10%	3%	8%	8%	-3%	-2	-7%
28	CC(C)(C)OC(=O)N/N=C/c1cccn1-c1ccc([N+](=O)[O-])cc1	-10	-12%	8%	-1%	32%	3%	6	11%
29	COc1cc(Cl)c(C)cc1NC(=O)Cn1cnc2sc(C)c(S(=O)(=O)N3CCCCC3)c2c1=O	.	.	.	-7%	37%	.	-6	4%
30	CC(C)(C)OC(=O)NCCCCCc1nnc(SCC(=O)Nc2cccc(Cl)c2)o1	13	-10%	8%	?	?	0%	3	0%
31	Fc1ccc(CNC(=S)Nc2cccc(Cl)c2)cc1	-6	-10%	20%	27%	-23%	-9%	3	?
32	Cc1noc(C)c1S(=O)(=O)N(C)C[C@H]1Oc2c(NC(=O)C3CCCCC3)cccc2C(=O)N([C@H](C)CO)C[C@@H]1C	11	-11%	2%	2%	23%	0%	-8	12%
33	CCN(CC)S(=O)(=O)c1ccc(NC(=O)c2cc(-c3cccs3)nc3ccccc23)cc1	2	5%	18%	14%	10%	0%	-5	-9%
34	COc1ccc(CCN2C(=S)N(c3ccc(Cl)cc3)C(=O)C2CC(N)=O)cc1OC (stereo not given)	-22	8%	6%	-3%	-5%	0%	-12	3%
35	c1csc(C(c2nnnn2C2CCCC2)N2CCOCC2)c1 (stereo not given)	?	-18%	0%	8%	-20%	-6%	4	-15%
36	CCOC(=O)[C@]12CCCC=C1N(Cc1cccc3ccccc13)C(=O)[C@H](CC(=O)N1CCSCC1)C2	6	1%	10%	-6%	?	-1%	-8	0%

Eleven entries already listed, sorted by formula weight, rising.
No.	smiles	D3 antag	EPAC2 antag	EPAC2 agonist	Abeta rescue	FUS yeast rescue	aSyn rescue	DRD3 agonist	TDP-43 yeast inh
26	CSc1nc2nccc(/C=C\c3ccccc3)n2n1	-16	11%	-12%	-24%	19%	-7%	-12	?
35	c1csc(C(c2nnnn2C2CCCC2)N2CCOCC2)c1 (stereo not given)	?	-18%	0%	8%	-20%	-6%	4	-15%
23	Cc1cccc(N=Cc2cc(Br)cc(Cl)c2O)c1	?	-17%	2%	-18%	4%	0%	-4	-17%[9.22 µM]
27	CCOCCc1nnc(NC(=O)c2ccc(OC)c(OC)c2)s1	21	10%	3%	8%	8%	-3%	-2	-7%
25	C(=C\c1ccccc1)/CSc1nnc(-c2ccncc2)n1Cc1ccco1	-1	-2%	5%	-7%	36%	18%	-6	13%
24	CC(OC(=O)c1ccc(Cl)nc1)C(=O)Nc1ccc(S(=O)(=O)N2CCCC2)cc1 (stereo not given)	42	-7%	14%	1%	.	2%	-5	0%
34	COc1ccc(CCN2C(=S)N(c3ccc(Cl)cc3)C(=O)C2CC(N)=O)cc1OC (stereo not given)	-22	8%	6%	-3%	-5%	0%	-12	3%
33	CCN(CC)S(=O)(=O)c1ccc(NC(=O)c2cc(-c3cccs3)nc3ccccc23)cc1	2	5%	18%	14%	10%	0%	-5	-9%
36	CCOC(=O)[C@]12CCCC=C1N(Cc1cccc3ccccc13)C(=O)[C@H](CC(=O)N1CCSCC1)C2	6	1%	10%	-6%	?	-1%	-8	0%
29	COc1cc(Cl)c(C)cc1NC(=O)Cn1cnc2sc(C)c(S(=O)(=O)N3CCCCC3)c2c1=O	.	.	.	-7%	37%	.	-6	4%
32	Cc1noc(C)c1S(=O)(=O)N(C)C[C@H]1Oc2c(NC(=O)C3CCCCC3)cccc2C(=O)N([C@H](C)CO)C[C@@H]1C	11	-11%	2%	2%	23%	0%	-8	12%

Later entries:
No.	smiles	D3 antag	EPAC2 antag	EPAC2 agonist	Abeta rescue	FUS yeast rescue	aSyn rescue	DRD3 agonist	TDP-43 yeast inh
37	CCCCn1c(O)c2n(c1=O)Cc1ccccc1N=C2c1ccc(C)cc1	19	3%	-1%	4%	-24%	4%	12	-5%
38	CC(CCN1CCOCC1)c1ccccc1 (stereo not given)	-12	10%	12%	12%	-16%	-8%	-2	13%
39	CCOc1ccccc1NC(=O)c1nn(C)c2c1CSc1ccccc1-2	.	.	.	0%	-8%	.	7	?
40	Cc1ccc(C(C)NC(=O)c2cc3ccccc3oc2=O)cc1C (stereo not given)	13	-11%	11%	-23%	-6%	-19%	4	-15%
41	O=c1[nH]c(-c2ccc(-c3cccc(Cl)c3)o2)nc2ccccc12	.	10%	-1%	4%	-6%	.	.	.
42	COCc1nnc(NC(=O)C(C)C)s1	-7	-4%	-2%	-4%	12%	0%	-4	2%
43	CCc1ccc(N/C(SCc2cccc(F)c2)=C(/C#N)C(=O)NCc2ccco2)cc1	-16	-13%	14%	16%	25%	12%	-6	-2%
44	CCCCC1=CC2=CC(=O)C(C)(OC(=O)CC)C(=O)C2=CN1Cc1ccc2c(c1)OCO2 (stereo not given)	50	7%	8%	2%	12%	1%	9	3%
45	Cc1ccc(S(=O)(=O)N2[C@@H](c3ccccc3)C(C(=O)O)=CC[C@H]2c2cccs2)cc1	-21	3%	-1%	-19%	44%	-16%	-1	?
46	CC(=O)c1cccc(NC(=O)c2nc(-c3ccccc3)n(-c3cccc(Cl)c3)n2)c1	.	.	.	-14%	?	.	-8	35µM*
47	Cc1cc(NC(=O)CCCN2C(=O)c3cccc4cccc(c34)C2=O)no1	-3	-3%	-7%	-13%	-8%	-1%	-8	-25%
48	O=C(c1ccc(F)cc1)n1nc(-c2cccnc2)nc1NCc1ccc(F)cc1	.	.	.	-7%	16%	.	-10	20%
49	COc1ccc(C2CC(c3cccs3)=NN2C(=O)CSc2nc3ccccc3s2)cc1 (stereo not given)	-13	-7%	-1%	16%	-8%	14%	1	-1%
50	COc1ccc(-c2ccc(CN3C(C(C)C)C(=O)N(Cc4cn(CC5CCCCC5)nn4)CCS3(=O)=O)cc2)cc1 (stereo not given)	14	-3%	11%	-1%	39%	2%	12	21%
51	CCOC(=O)C1CCN(C(=O)c2ccc(N3CCCC3=O)cc2)CC1	0	3%	-3%	8%	.	2%	2	16%
